# ERAP1 inh: ERAP1 (human) enzyme inhibition | Q9NZ08 | recombinant ERAP1, Leu-AMC fluorescence, 60 min | inhibition, % at 10.7 µM | 340,000 tested, 0.15% active | AID 652197;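 active = mean replicate inhibition of at least 30%, or all replicates individually reaching that 30% level; inactive = mean below 30% and not every replicate reaching it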;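 note: 0% = neutral control wells and 100% = L-leucinethiol positive control wells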
# Target sequence (Q9NZ08 whole entry, looked up): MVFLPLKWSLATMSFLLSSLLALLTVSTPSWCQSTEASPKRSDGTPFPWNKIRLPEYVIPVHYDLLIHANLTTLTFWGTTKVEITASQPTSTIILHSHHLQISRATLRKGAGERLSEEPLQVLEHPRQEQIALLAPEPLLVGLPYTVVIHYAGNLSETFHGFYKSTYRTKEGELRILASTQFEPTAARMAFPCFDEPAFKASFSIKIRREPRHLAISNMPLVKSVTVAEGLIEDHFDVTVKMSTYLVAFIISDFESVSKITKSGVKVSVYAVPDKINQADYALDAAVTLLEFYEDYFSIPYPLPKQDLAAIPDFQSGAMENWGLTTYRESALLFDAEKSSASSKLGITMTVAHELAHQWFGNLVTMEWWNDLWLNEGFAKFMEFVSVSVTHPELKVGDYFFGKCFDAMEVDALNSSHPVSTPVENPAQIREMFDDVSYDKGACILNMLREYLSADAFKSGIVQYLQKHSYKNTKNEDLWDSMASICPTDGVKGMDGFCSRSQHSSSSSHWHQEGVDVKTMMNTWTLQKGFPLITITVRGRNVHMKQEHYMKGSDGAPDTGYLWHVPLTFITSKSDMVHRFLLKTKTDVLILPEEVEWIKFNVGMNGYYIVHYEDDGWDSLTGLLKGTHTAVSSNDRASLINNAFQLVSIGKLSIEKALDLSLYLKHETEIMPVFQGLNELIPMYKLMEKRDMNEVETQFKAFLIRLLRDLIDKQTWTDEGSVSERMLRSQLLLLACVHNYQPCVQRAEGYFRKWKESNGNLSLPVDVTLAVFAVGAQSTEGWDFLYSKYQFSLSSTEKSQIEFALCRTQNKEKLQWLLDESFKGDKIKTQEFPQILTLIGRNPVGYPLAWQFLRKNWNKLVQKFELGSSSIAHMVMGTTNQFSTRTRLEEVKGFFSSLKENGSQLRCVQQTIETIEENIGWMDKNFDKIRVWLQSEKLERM
# ARNT TACC3 PPI: ARNT/TACC3 interaction disruption | Q9Y6A5 | AlphaScreen His-ARNT PAS-B/GST-TACC3 binding, luminescence; TACC3 fragment carries E629A point mutation | inhibition, % at 9.99 µM | 390,000 tested, 0.66% active;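 active = mean inhibition of replicates at least 50% and at least half of replicates each reaching 50%; inconclusive = half or more replicates reach 50% but mean below 50%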;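 note: 0% = complete ARNT plus TACC3 wells and 100% = ARNT alone without TACC3; many hits fall short of the cut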
# F508del corr: CFTR F508del correction in bronchial cells; CFBE cells, YFP halide quenching; stimulated with forskolin plus potentiator P3; % fluorescence drop versus neutral controls; activity (quench increase), % at 7.58 µM; 350,000 tested, 0.36% active;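 active = mean added fluorescence quench of at least 8% versus neutral control, with both replicates also reaching 8%; inconclusive = only one of the mean or replicate conditions met; inactive = mean below 8% and not both replicates reaching 8%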;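 note: cells transiently co-express mutant CFTR-F508del with the halide-sensitive YFP; corrector assay measuring rescue of mutant channel to the surface after 24 h compound exposure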
# RAD54 branch: blocks human RAD54 Holliday junction branch migration; FAM/BHQ fluorescence; inhibition, % at 10.4 µM; 360,000 tested, 0.14% active;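 active = mean normalized replicate activity at least 40 and at least half of replicates scoring 40 or more; inconclusive = only one of the two criteria met; inactive = mean below 40 and under half of replicates reaching 40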;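 note: 0% = median of neutral control wells and 100% = median of positive control wells; inhibitors cause a drop in the FAM fluorescence signal; in these data hits start at about 50%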
# RAD52 anneal inh: blocks human RAD52 DNA annealing; P43351; recombinant RAD52 DNA annealing, FRET fluorescence; inhibition, % at 18.7 µM; 360,000 tested, 0.46% active;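 active = every replicate showing at least 50% inhibition; inconclusive = mean inhibition at least 50% but not in every replicate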
# XiGFP reactiv: X-chromosome reactivation activator; activation, % at 7.58 µM; XiGFP mouse fibroblasts, % GFP-positive cells imaging, 3 d; cells co-treated with 5-aza-dC sensitizer; scaled so ellipticine positive control = 100%; 360,000 tested, 0.055% active;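 active = mean normalized replicate activation at least 10% and every replicate at or above 10%; inconclusive = only one of the two criteria met; inactive = mean below 10% and not all replicates reach 10%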;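 note: 0% = median of on-plate neutral control wells and 100% = ellipticine 6 µM median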
#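 System: XiGFP fibroblasts, SV40-immortalized. Medium: DMEM plus 5-aza-dC sensitizer. Doses: single point. Timing: 3 d treatment, 15 min room-temperature fixation. Control set: ellipticine 6 µM.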
# esBAF inh: SWI/SNF esBAF complex inhibition; mouse ES cells, Bmi1-luciferase knock-in reporter, 24 h; 100% = twice the neutral-well signal; reporter increase, % at 12.5 µM; 350,000 tested, 2% active; in the data active = activation above about 40%; inconclusive = no clear call, values can overlap the other calls;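 note: 0% = median of the plate's neutral control wells and 100% = double that signal; a rise in the Bmi1 reporter signal indicates esBAF inhibition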
# GSIS activator: GLuc luminescence reporter in INS-1E cells, primary screen for activators of glucose-dependent secretion of insulin; INS-1E GLuc reporter insulin secretion, 2-3 h; activation, % at 16.6 µM; 370,000 tested, 0.61% active;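 active = lowest replicate activation of at least 40%, so every replicate reaches that level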;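 note: 0% = median of neutral control wells and 100% = median of IBMX positive control wells; some compounds called inactive have numbers as strong as hits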
# * hit, by the source's call; u = inconclusive; x = no result given; & = joins results of further samples.
# Each structure is followed by: ERAP1 inh, ARNT TACC3 PPI, F508del corr, RAD54 branch, RAD52 anneal inh, XiGFP reactiv, esBAF inh, GSIS activator
COc1ccc(NC(=O)C2=C(C)NC(=O)NC2c2ccccc2[N+](=O)[O-])cc1 (stereo not given)
    x, 20, 2.6, -3, -14, 0.3, -5, 11
CO[C@@H]1CN(C)C(=O)c2cc(NC(=O)C3CC3)ccc2OC[C@H](C)N(C(=O)NC(C)C)C[C@@H]1C
    -3, -4, 0.4, -18, -15, -0.3, -2, 1
Cc1cc(C)c(S(=O)(=O)Nc2c(C)[nH]c(=O)[nH]c2=O)c(C)c1
    2, -1, -0.7, 2, 3, x, -11, -1
Cc1nc2ccc(S(=O)(=O)NC(C(=O)N3CCC(C)CC3)C(C)C)cc2s1 (stereo not given)
    x, 10, 1.4, 8, -23, 0.0, 2, 1
C[C@@H]1CN([C@H](C)CO)C(=O)c2cc(N(C)C)ccc2O[C@@H](C)CCCCO[C@H]1CN(C)C(=O)C1CCCCC1
    -2, 15, -0.4, -2, -37, -1.2, 20, -7
O=C(c1ccccc1)C1CCN(C(=O)c2cccs2)CC1
    x, -6, -0.2, x, -4, -0.1, x, -11
O=C1ON(Cc2ccccc2)C(c2ccccc2)N1c1ccccc1 (stereo not given)
    2, -14, -0.5, x, 0, 0.2, x, 15
COc1cccc(CNC(=O)C2CCN(S(=O)(=O)c3ccc4c(c3)CC(C)N4C(=O)C3CC3)CC2)c1 (stereo not given)
    -4, 8, -0.7, x, -5, 0.0, -5, -14
O=C(c1ccc(S(=O)(=O)Nc2ccccc2F)cc1)N1CCCCCC1
    -2, -7, -2.0, 0, -3, 0.1, 3, -11
CCOC(=O)Cn1c(=O)oc2cc(S(=O)(=O)NCC3CCCO3)ccc21 (stereo not given)
    -1, 1, -2.6, 0, -38, 0.2, -2, -2
CO[C@H]1CN(C)C(=O)c2ccc(NC(=O)Nc3cc(F)ccc3F)cc2OC[C@@H](C)N(C(=O)c2ccccn2)C[C@@H]1C
    2, 16, 2.8, -2, -8, -0.1, 3, -1
N#Cc1ccc(CSc2nnc(-c3ccccc3)n2Cc2ccco2)cc1
    x, -3, x, -4, x, x, 6, -6
Cc1cc(-c2nnn(CCCOC(C)(C)C)c2C)ccc1-c1cn(CCCOC(C)(C)C)nn1
    0, x, -2.3, -9, -2, 0.0, 4, 28
O=C(COc1ccccc1)Nc1nnc(S(=O)(=O)N2CCCCC2)s1
    3, 0, -2.1, 12, -3, 0.0, -7, 10
C[C@@H]1CCCCO[C@@H](CN(C)C(=O)CCC(F)(F)F)[C@@H](C)CN([C@H](C)CO)C(=O)c2cc(NS(=O)(=O)c3cccs3)ccc2O1
    0, -4, 1.6&2.2, 1, -21, -0.8&0.0, -7, 7&-25
CC(=O)c1sc(NC(=O)COc2ccc(C(C)C)c(C)c2)nc1C
    1, -2, -3.1, 0, -9, 0.0, 8, 12
COC(=O)C[C@H]1CC[C@H]2[C@@H](COc3ccc(NC(=O)C4CC4)cc3C(=O)N2C)O1
    1, x, 0.8, x, 10, 0.1, x, 8
COc1ccc2c3c([nH]c2c1)[C@H](CO)N(Cc1ccccn1)CC31CN(C(=O)CC2CC2)C1
    x, x, 0.3, x, -82, 0.0, x, 2
O=C(CSC(=O)c1ccccc1)Nc1ccccc1F
    3, 1, -0.6, 1, -13, -0.1, -3, -14
Cc1noc(C)c1S(=O)(=O)N(C)C[C@@H]1Oc2c(NC(=O)C3CC3)cccc2C(=O)N([C@@H](C)CO)C[C@@H]1C
    0, -4, -0.4, -1, -5, 0.1, 0, 5

# Overlap with the part before: two compounds, then new ones.
# Each structure is followed by: ERAP1 inh, ARNT TACC3 PPI, F508del corr, RAD54 branch, RAD52 anneal inh, XiGFP reactiv, esBAF inh, GSIS activator
O=C(CSC(=O)c1ccccc1)Nc1ccccc1F
    3, 1, -0.6, 1, -13, -0.1, -3, -14
Cc1noc(C)c1S(=O)(=O)N(C)C[C@@H]1Oc2c(NC(=O)C3CC3)cccc2C(=O)N([C@@H](C)CO)C[C@@H]1C
    0, -4, -0.4, -1, -5, 0.1, 0, 5
CN(C)C(=O)C[C@@H]1C=C[C@H](NC(=O)NC2CCCC2)[C@@H](CO)O1
    -1, -4, 0.1, 5, 1, -0.6, -7, -3
O=C(Nc1cccc([N+](=O)[O-])c1)N1CCN(c2ccccc2)CC1
    -5, 0, -2.8, x, -2, 0.0, 3, -17
Cc1cc2oc(=O)cc(CN3CCCCC3)c2cc1C(C)C
    -9, -11, x, -7, -68, x, -2, x
COc1cccc(-c2nc3ccc(C(=O)N4CCCC(O)C4)cc3o2)c1 (stereo not given)
    -2, 4, 0.9, -5, -21, 0.3, x, 2
COc1ccc(N2CCN(C(=O)c3ccc(CS(=O)Cc4ccc(Cl)cc4)o3)CC2)cc1 (stereo not given)
    -2, 9, 1.4, 9, -15, 0.0, -3, -38
CO[C@H](CN(C)S(=O)(=O)c1ccc(Cl)cc1)[C@H](C)CN(Cc1ccccc1Cl)[C@H](C)CO
    1, -7, 0.5, 0, -12, 0.0, -4, -29
CCCCNC(=O)c1cc2c(=O)n(CC)c3ccccc3c2s1
    -2, -2, -0.4, 7, -5, 0.2, 2, x
CCNC(=O)Nc1ccc2c(c1)C(=O)N(C)[C@@H]1CC[C@@H](CC(=O)NCCOC)O[C@@H]1CO2
    -6, -10, 0.1, -3, -4, 0.1, 1, 10
CC(=O)c1ccc(NC(=O)CN2C(=O)/C(=C/C=C/c3ccccc3)SC2=S)cc1
    -5, -2, x, 4, -42, 0.3, x, -11
COC(=O)CCCCCCCCC(O)CN(C)C (stereo not given)
    -3, -2, 1.6, -4, -19, 0.0, x, 0
CN(C(=O)COC(=O)C1CSC2(C)CCC(=O)N12)c1ccccc1 (stereo not given)
    -1, 3, -3.7, -11, 3, -0.3, -13, 1
C[C@H]1CN([C@@H](C)CO)C(=O)c2cc(NS(=O)(=O)c3cccs3)ccc2O[C@H]1CN(C)C(=O)Nc1ccc2c(c1)OCO2
    0, 1, -2.5, 0, -1, -1.2, 2, -5
C[C@H]1CN([C@@H](C)CO)C(=O)Cc2cc(NC(=O)Nc3ccc(C(F)(F)F)cc3)ccc2O[C@H]1CN(C)C(=O)Nc1ccc(C(F)(F)F)cc1
    0, -7, 2.6, 2, 15, 0.2, -1, -12
COCCNC(=O)C1CCCN(C(=O)c2ccc(SC(F)(F)F)cc2)CC1 (stereo not given)
    2, x, 5.8, -19, -9, 0.0, 3, 10
Cc1cc(N)n(-c2ccccc2C)n1
    1, -6, 1.3, x, -6, 0.0, x, 4
Cc1csc2c(N3CCN(C(=O)c4ccc(C(C)(C)C)cc4)CC3)ncnc12
    x, -24, -2.5, x, -12, 0.0, x, -11
CN(C)c1ccc(C(CNC(=O)c2ccco2)N2CCCC2)cc1 (stereo not given)
    2, 4, -2.7, 7, -11, 0.0, u, 4
CCN(c1ccccc1)S(=O)(=O)c1ccc(OC)c(NC(=O)C2CC(=O)N(Cc3ccccc3)C2)c1 (stereo not given)
    11, -4, -2.3, x, -50, 0.1, 1, -39
Cc1cc(Cl)ccc1NC(=S)N1CCOCC1
    2, 10, x, 3, -6, -0.1, 6, 17
CC(=O)C(Sc1ccc2nnc(-c3ccc(F)cc3)n2n1)C(C)=O
    8, 2, -1.6, -7, -15, 0.0, 7, 0
O=C(Nc1ccccc1)N1CC(=O)N2[C@H](CO)[C@H](c3ccc(C#CC4CCCC4)cc3)[C@@H]2C1
    4, x, 0.4, x, -25, 0.2, x, -14
O=C(CN1CCN(C(=O)C2CCCO2)CC1)Nc1c(Cl)cccc1Cl (stereo not given)
    1, -11, -1.9, -7, -12, 0.0, x, 6
CO[C@H]1CN(C)C(=O)c2cc(NS(=O)(=O)c3ccccc3C)ccc2OC[C@H](C)N(S(C)(=O)=O)C[C@H]1C
    1, -5, -2.9, -3, -5, 0.3, -6, 5
O=C(NNC(=S)NCc1ccccc1)c1cccc([N+](=O)[O-])c1
    3, 17, -0.5, 2, -4, 0.1, 1, -4
O=C(COC(=O)c1ccc([N+](=O)[O-])s1)NCc1ccc(F)cc1
    x, 0, x, 3, x, x, -11, -3
COc1ccc(OC)c(NC(=O)C2CCCNC2=O)c1 (stereo not given)
    x, -6, x, -7, x, x, 5, 0
CC(CCc1ccccc1)NC(=O)COC(=O)c1ccc(NC(N)=O)cc1 (stereo not given)
    1, -10, x, 5, -16, 0.1, -2, -9
Cc1cc(C=NCCCO)c(C)n1-c1cc(Cl)ccc1Cl
    0, 1, 0.8, x, -11, 0.3, x, 23
Cc1cc(-c2ccccc2)nc(SCc2ccc(C(=O)O)o2)n1
    x, -18, x, 12, x, x, 6, 20
Nc1nc(-c2ccccc2)ns1
    -1, -4, -2.7, x, 0, 0.0, x, 5
CC1CCCCC1NC(=O)c1ccc(-n2cncn2)c([N+](=O)[O-])c1 (stereo not given)
    4, -2, -3.3, x, 0, 0.2, x, 20
COCC(C)n1c(COc2ccccc2F)nnc1SCC(=O)Nc1oc(C)c2c(C)n[nH]c(=O)c12 (stereo not given)
    3, -13, 1.3, -9, -5, 0.1, -3, 11
CCN(CC)CCCN(Cc1cc2cc3c(cc2[nH]c1=O)OCO3)C(=S)NCc1ccco1
    -1, 2, -1.5, x, 5, 0.2, x, -3
O=C(Nc1ccccc1F)N1CC(=O)N2[C@H](C1)[C@H](c1ccc(C#CC3CCCC3)cc1)[C@@H]2CO
    1, x, 1.3, x, 8, 0.0, x, -19
COC(=O)Nc1nnc(COc2ccccc2)s1
    -1, x, -2.2, u, 4, 0.1, x, -2
CNC(=O)CCc1nc(-c2ccc(C(C)(C)C)cc2)no1
    x, -6, x, 2, x, x, -37, -11
COC(=O)Cn1c(N)[n+](Cc2ccccc2)c2ccccc21
    7, 0, 1.0, -8, -2, 0.3, -2, x
C[C@@H]1CN([C@H](C)CO)C(=O)c2cc(NC(=O)Cn3cnnn3)ccc2O[C@H]1CN(C)Cc1ccc(Cl)c(Cl)c1
    3, -1, 2.9, -1, -34, 0.1, -1, 16
O=C(Oc1cc(Cl)cc(Cl)c1)c1cnc2n(c1=O)CCS2
    x, -3, 2.0, 4, -17, 3.3, -2, -4
CC(C)(C)c1ccc(C2(C)NC(=O)N(CC(=O)c3ccc[nH]3)C2=O)cc1 (stereo not given)
    -3, 29, -1.4, -8, -3, x, -5, -52
C=CCn1c(SCC(=O)Nc2cc(Cl)ccc2C(=O)O)nc2sc(C)c(C)c2c1=O
    2, -4, 1.0, 4, -11, 0.0, -10, 21
Cn1c(=O)[nH]c(=O)c2c1nc(Br)n2CCCSc1nc2ccccc2o1
    x, -7, x, -5, x, x, 2, 12
CCCCOc1ccc(/C=C/C(=O)OCC(=O)c2c(N)n(C)c(=O)n(C)c2=O)cc1OCC
    10, -4, -1.1, x, -10, 0.0, x, 19
C[C@H](CO)N1C[C@H](C)[C@@H](CN(C)CC2CCCCC2)Oc2ccc(NS(=O)(=O)c3cccs3)cc2CC1=O
    0, 8, 0.1, -12, 16, 0.4, -2, -15
COc1ccc(S(=O)(=O)NC2CC(C)(C)NC(C)(C)C2)cc1C(C)C
    9, 5, -0.1, x, 17, 0.0, -14, -26
COc1ccc2c3c(n(C)c2c1)[C@@H](CO)N(C(=O)c1ccccc1)CC31CN(C(C)=O)C1
    4, x, -0.4, x, 2, 0.2, x, -4
COc1cccc(CN2[C@@H](CO)[C@@H](c3ccccc3)C23CN(C(=O)C2CCCCC2)C3)c1
    1, x, 2.3, x, 2, 0.1, x, -16

# High-throughput results as filed in PubChem BioAssay.
